High-throughput results (PubChem)
MITF primary – blocks human microphthalmia-associated transcription factor; O75030; AlphaScreen MITF homodimerization, bead proximity signal; inhibition, % at 2.6 µM; 650,000 compounds, 0.91% hits; in the data active means inhibition above about 50%;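 further: 0% = vehicle wells with protein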
Target sequence (O75030 whole entry, looked up): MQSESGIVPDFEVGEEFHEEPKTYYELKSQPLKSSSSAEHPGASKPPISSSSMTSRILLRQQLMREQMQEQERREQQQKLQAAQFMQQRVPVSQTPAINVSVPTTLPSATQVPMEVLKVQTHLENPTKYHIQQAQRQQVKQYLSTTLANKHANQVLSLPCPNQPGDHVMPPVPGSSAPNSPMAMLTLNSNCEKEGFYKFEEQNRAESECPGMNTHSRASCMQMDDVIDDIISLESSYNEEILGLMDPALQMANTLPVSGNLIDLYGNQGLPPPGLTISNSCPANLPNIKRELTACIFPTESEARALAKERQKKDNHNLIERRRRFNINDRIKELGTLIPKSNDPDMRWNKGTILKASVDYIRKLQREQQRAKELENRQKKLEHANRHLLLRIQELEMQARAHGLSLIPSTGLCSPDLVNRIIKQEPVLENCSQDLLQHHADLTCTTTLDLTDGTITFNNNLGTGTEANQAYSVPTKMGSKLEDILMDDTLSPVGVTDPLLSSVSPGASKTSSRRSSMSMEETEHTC
TEAD-YAP block – TEAD-YAP interaction inhibition. HEK-TIYL cells, TEAD-Gal4/YAP UAS-luciferase luminescence. AID 1259422. inhibition, % at 9.12 µM. 640,000 compounds, 1.4% hits; in the data active means inhibition above about 32%;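 further: 0% = median of test compound wells and 100% = reference inhibitor wells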
GPR151 ag – human GPR151 activation; 650,000 compounds, 1% hits; activation, % at 11.2 µM; PathHunter beta-arrestin GPR151 cells, luminescence; in the data active means activation above about 4.9%;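 further: 0% = median of compound wells and 100% = cells with positive control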
Target sequence (Q8TDV0 whole entry, looked up): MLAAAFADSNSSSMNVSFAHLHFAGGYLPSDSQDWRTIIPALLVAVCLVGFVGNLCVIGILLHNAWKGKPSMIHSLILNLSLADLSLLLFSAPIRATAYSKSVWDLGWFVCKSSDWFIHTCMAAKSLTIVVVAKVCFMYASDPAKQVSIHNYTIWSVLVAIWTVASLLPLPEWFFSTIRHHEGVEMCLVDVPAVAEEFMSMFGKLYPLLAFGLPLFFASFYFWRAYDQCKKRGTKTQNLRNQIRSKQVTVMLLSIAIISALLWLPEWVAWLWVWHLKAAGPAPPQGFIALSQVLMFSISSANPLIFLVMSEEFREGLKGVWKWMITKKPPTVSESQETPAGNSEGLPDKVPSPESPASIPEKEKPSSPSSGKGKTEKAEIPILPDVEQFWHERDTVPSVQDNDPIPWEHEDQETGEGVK
FBW7 activator – activators of human E3 ligase FBW7; Q969H0; AlphaScreen FBW7–phospho-cyclin E peptide binding, activator screen; normalized activity (activation), % at 26.1 µM; 650,000 compounds, 0.13% hits; AID 1259310; in the data active means normalized activity above about 1.9%;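 further: purified mutant Fbw7 with reduced substrate affinity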
An asterisk follows results filed as active; x = no result given.

SMILES | MITF primary | TEAD-YAP block | GPR151 ag | FBW7 activator
O=C(CSc1cn(CCNC(=O)c2ccc(Cl)cc2Cl)c2ccccc12)NC1CCCC1 | -6 | -12 | -0.4 | 0.6
COc1ccc(NC(=O)N2CCC(CO)(Cc3ccccc3)CC2)c(OC)c1 | 9 | 9 | 0.4 | 0.1
CCC1CCc2c(sc(NC(=O)Cn3ccc([N+](=O)[O-])n3)c2C(=O)OC)C1 (configuration not stated) | 0 | -14 | -0.5 | -0.1
CNC(=S)N1CCN(c2ccc(C)cc2C)CC1 | 7 | 1 | 0.6 | 0.0
CCc1c(O)nc(SCC(=O)N(CC)CC)n(C2CCCCC2)c1=O | -4 | 3 | -0.7 | -0.2
CCc1ccc(NC(=O)N2CCC(c3ccccc3)C2)cc1 (configuration not stated) | 0 | -53 | 0.2 | 0.0
CC1(C)CC(C(=O)NCC2CCC3(CCN(Cc4ccc(F)cc4)CC3)O2)CCO1 (configuration not stated) | -17 | -11 | 0.8 | 0.1
O=C(N/N=C/c1ccc(O)cc1O)c1ccc[n+]([O-])c1 | 73* | -8 | -0.8 | -1.2
CN(C(=O)c1ccccc1[N+](=O)[O-])c1ccccc1C(=O)NCc1ccccc1 | 8 | -5 | -1.4 | 0.0
Cc1noc(C)c1-c1nc2ccc(C(=O)NCc3cccnc3)cc2s1 | 11 | -4 | -0.5 | 0.0
O=C(Nc1nnc(-c2cccnc2)s1)c1ccc(Cl)c(Cl)c1 | 13 | 6 | 0.2 | 0.0
CC1CN(C(=O)COc2ccccc2)CC(C)O1 (configuration not stated) | -11 | -4 | -0.2 | -0.3
CC(C)CC(=O)N1CCC2(CCC(CNC(=O)C(C)Oc3ccccc3)O2)CC1 (configuration not stated) | -24 | 1 | 2.1 | -0.1
CCC(=O)N1CCC(C(Cc2ccccc2F)N(C)Cc2cn(C)nc2C)CC1 (configuration not stated) | 3 | 1 | 0.1 | 0.0
COc1ccc(C2=NN(C(=O)CSc3nnc(CNC(=O)c4ccco4)n3-c3cccc(Cl)c3)C(c3ccc(F)cc3)C2)cc1 (configuration not stated) | 2 | -2 | 1.2 | -0.1
CCOC(=O)c1ccc(NC(=S)NCc2ccc(C(=O)O)cc2)cc1 | 2 | 6 | -0.9 | -0.3
ClC1(Cl)CC1CSc1n[nH]c(-c2ccccc2)n1 (configuration not stated) | 3 | -51 | -0.7 | 0.1
Cc1ccc(F)cc1NC(=O)CN1CCN(C2CCCCC2)CC1 | 8 | -7 | -0.3 | 0.3
N#CCSc1nc2ccccc2c(=O)n1CCN1CCOCC1 | 10 | 2 | -1.1 | -0.1
CCCCCCNC(CC(=O)Nc1ccccc1C)C(=O)O (configuration not stated) | 10 | 6 | 1.2 | 0.1
Cc1cc(C(=O)CN(C)c2ccccc2)c(C)n1-c1c(C)n(C)n(-c2ccccc2)c1=O | 4 | 15 | 1.6 | -0.1
CC(=O)c1ccc(OC(=O)c2cc3cc(Br)ccc3oc2=O)cc1 | -1 | -6 | 1.2 | 0.0
C#CCN(C(=O)CCC1(C)CCC(=O)N1)C1CCCCC1 (configuration not stated) | -183 | -6 | 1.0 | -0.1
O=C(Nc1ccccc1)c1ccc(NCCN2C(=O)CCC2=O)c([N+](=O)[O-])c1 | 47 | -3 | 1.0 | 0.1
CCCCOC(=O)Cn1cnc2c1c(=O)[nH]c(=O)n2C | 10 | 2 | -0.2 | -0.1

An excerpt of these results, with two lines to a compound.
Every second line gives: MITF primary	TEAD-YAP block	GPR151 ag	FBW7 activator
Cc1ccc(F)cc1NC(=O)CN1CCN(C2CCCCC2)CC1
 : 8	-7	-0.3	0.3
CCc1c(O)nc(SCC(=O)N(CC)CC)n(C2CCCCC2)c1=O
 : -4	3	-0.7	-0.2
C#CCN(C(=O)CCC1(C)CCC(=O)N1)C1CCCCC1 (configuration not stated)
 : -183	-6	1.0	-0.1
CNC(=S)N1CCN(c2ccc(C)cc2C)CC1
 : 7	1	0.6	0.0
Cc1cc(C(=O)CN(C)c2ccccc2)c(C)n1-c1c(C)n(C)n(-c2ccccc2)c1=O
 : 4	15	1.6	-0.1
CCCCOC(=O)Cn1cnc2c1c(=O)[nH]c(=O)n2C
 : 10	2	-0.2	-0.1

(list continues)
SMILES | MITF primary | TEAD-YAP block | GPR151 ag | FBW7 activator
CCCCOc1ccc(OC(=O)Cn2c3ccccc3c(=O)c3ccccc32)cc1 | 8 | -2 | 1.2 | 0.3
CC(=O)Nc1ccc(C)c(CN2CCCC2=O)c1 | -5 | 5 | 0.1 | 0.0
Cc1cc(-n2ccnc2C)n2c(nc3ccccc32)c1C#N | 4 | 13 | 1.0 | 0.0
CC(=O)Oc1cccc(C(=O)Nc2cccc(Oc3ccc4c(c3)C(=O)NC4=O)c2)c1 | 8 | 9 | -0.5 | 0.1
CCOc1ccc(NC(=O)C(=O)NC)cc1 | -4 | -17 | 0.7 | 0.0
NC(=O)c1ccc(NC(=O)COC(=O)c2cccs2)cc1 | -1 | 1 | 0.0 | 0.1
CCCOC(=O)C1=C(C)NC2=C(C(=O)CC(c3ccc(OC)c(OC)c3)C2)C1c1ccccc1OCC (configuration not stated) | -13 | -3 | -0.4 | 0.2
CCNc1nc(NCC)nc(OCCOC(C)=O)n1 | -1 | -4 | 1.2 | -0.1
O=C1C(=O)N(CNc2cccc([N+](=O)[O-])c2)c2ccccc21 | -11 | -8 | -1.1 | -0.2
Cc1ccc(C2OC3(C(=O)c4ccccc4C3=O)C3C(=O)N(c4ccc(F)cc4)C(=O)C23)cc1 (configuration not stated) | 10 | -9 | -0.3 | -0.1
C=CCNC(=O)CCn1c(=S)[nH]c2cc3c(cc2c1=O)OCO3 | 11 | 4 | 0.4 | 0.8
Cc1cccc(N(C)C(=O)CCc2nc(-c3ccccc3F)no2)c1 | 20 | -13 | -1.0 | 1.7
COc1ccc(-c2cc(-c3ccccc3)c(C#N)c(SC3CCCCC3O)n2)cc1 (configuration not stated) | -3 | 0 | 4.3 | -0.1
COc1ccccc1CC(=O)NCc1ccc(Cl)cc1 | -7 | -11 | -0.6 | -0.3
N#Cc1ccc(-c2ccncc2)nc1SCC(N)=O | 14 | -2 | 0.5 | 0.5
CCc1cc(C)cc(OCC(O)Cn2cnc3cc(C)c(C)cc32)c1 (configuration not stated) | -3 | 10 | 2.0 | -0.2
CCOCCCNC(=O)CS(=O)Cc1nc(-c2ccc(C)cc2)oc1C (configuration not stated) | 0 | -6 | 1.2 | 0.1
COc1ccccc1N1CCN(C2CCCN(C(=O)c3ccc4[nH]ccc4c3)C2)CC1 (configuration not stated) | 10 | 11 | 0.0 | 0.2
CCOC(=O)C1=C(c2ccccc2)N=c2s/c(=C/c3cc([N+](=O)[O-])ccc3N3CCN(C)CC3)c(=O)n2C1c1ccc2c(c1)OCO2 (configuration not stated) | -16 | -4 | -0.7 | 0.0
C=CCNC(=S)NNC(=O)c1ccc2c(c1)OCO2 | -1 | 4 | -0.6 | -0.1
O=C(Nc1ccc2c(c1)C(=O)NC2=O)c1cccc(N2C(=O)CCC2=O)c1 | -1 | -6 | -1.6 | -0.1
CCOC(=O)c1cnc(-c2cccc(OC)c2)[nH]c1=O | 14 | -7 | -1.1 | 0.2
CC(=O)Nc1ccc(NC(=O)c2ccc3nc(Nc4cccc(N(C)C)c4)sc3c2)cc1 | -8 | -19 | -1.5 | 0.0
O=C(CC1C(=O)NCCN1C/C=C/c1ccccc1)NC1CCC(O)CC1 (configuration not stated) | 6 | -4 | -0.4 | 0.1
COc1cc(Nc2nc(Nc3ccc(NC(C)=O)cc3)c3ncn(C4CCCCC4)c3n2)cc(OC)c1OC | 5 | -7 | 1.1 | -0.2

Further results follow.
SMILES | MITF primary | TEAD-YAP block | GPR151 ag | FBW7 activator
O=c1nc(N/N=C/c2ccccc2)cn[nH]1 | -2 | 23 | 0.6 | -0.7
Cc1ccc(C)c(Cn2c(C(=O)O)c(CNCc3ccc(Cl)cc3)c3ccccc32)c1 | 5 | -3 | 0.3 | -0.1
Cc1ccc(-n2ncnc2-c2cccc(Cl)c2)cc1Cl | 8 | 5 | 1.6 | 0.1
COc1cc(/C=N\NC(=O)c2ccc(C)nc2)ccc1O | 7 | -2 | -0.5 | -0.2
Cc1cnc(CN(C)Cc2c(C(=O)N3CCN(C4CCCCC4)CC3)nc3ccccn23)[nH]1 | 14 | 3 | 0.1 | 0.1
O=[N+]([O-])c1ccc(-n2cccc2C=NCCO)cc1 | 13 | 7 | 0.0 | 0.7
Cc1ccc(S(=O)(=O)C2(C(=O)Nc3cccc(C(F)(F)F)c3)CC2)cc1 | 20 | -2 | -0.3 | -0.1
CCOC(=O)CCn1nc(-c2ccccc2)cc1N | -5 | -18 | 1.2 | 0.0
CCOC(=O)CC(=O)CSc1nc2c(sc(=S)n2-c2ccc(C)c(C)c2)c(=O)n1-c1ccccc1OC | -1 | -2 | 0.1 | 0.0
CCOc1ccc(C(=O)NC(CC)CC)cc1OCC | 10 | -1 | 0.5 | 0.1
Cc1cc(C)c2[nH]c(=O)c(CN(CCCO)Cc3nnnn3CC3CCCO3)cc2c1 (configuration not stated) | 1 | -5 | -0.5 | -0.1
Cc1ccc(S(=O)(=O)Nc2nc3ccc(C(=O)N4CCCCC4)cc3s2)cc1 | 2 | -5 | 1.0 | -0.2
Cc1ccc(OCCSc2nc(N)cc(=O)[nH]2)cc1 | -5 | -8 | -0.8 | 0.1
c1cc2oc(C3CCCCC3)nc2cc1Cc1ccc2oc(C3CCCCC3)nc2c1 | 17 | -6 | -0.6 | 0.0
CC1=C(C(=O)c2ccccc2)CC(C(=O)c2ccccc2)=C(C)N1 | 3 | -1 | 1.4 | 0.1
Cc1csc(=Nc2c(C)n(C)n(-c3ccccc3)c2=O)n1-c1ccccc1 | 16 | 20 | -0.1 | 0.2
CCCCCCCC(=O)OC[C@H](CO)OC(=O)CCCCCCC | 8 | x | 0.3 | x
O=C(CCCc1ccccc1)N1CCN(c2ccc(Nc3cccnc3)nn2)CC1 | 10 | 0 | -0.1 | 0.3
Cc1nc2sccn2c(=O)c1NC(=O)c1ccc(F)cc1F | -12 | 5 | -1.1 | -0.1
Cc1ccn2c(CNCCCn3cccn3)c(C(=O)N3CCCCCC3)nc2c1 | 7 | 2 | 1.0 | 0.2
COc1ccc(CN2C[C@@H]3C[C@@H](c4cnn(-c5ccccc5)c4)N4CCC[C@@]34C2=O)cc1 | -2 | -9 | -1.1 | -0.1
O=C(CN1C(=O)c2ccccc2C1=O)OCCO | 16 | 4 | -0.5 | 0.1
O=C(CSc1ncccn1)Nc1ccc(F)c(Cl)c1 | 8 | 14 | 1.0 | 0.0
COC(=O)c1ccc(NC(=O)C2CCN(S(=O)(=O)c3cc(C)ccc3OC)CC2)cc1 | 9 | 5 | -0.2 | 0.1
Clc1cc2noc(-c3ccccc3)c2cc1Cl | 13 | 2 | 2.0 | 0.0

(more compounds)
SMILES | MITF primary | TEAD-YAP block | GPR151 ag | FBW7 activator
COc1ccc(/C=C(\C(=O)O)c2ccc(S(=O)(=O)N3CCCCC3)s2)cc1 | 17 | -2 | -2.2 | 0.1
O=C(Nc1ccc2oc(=O)ccc2c1)c1ccc(N2CCCCC2)c([N+](=O)[O-])c1 | 5 | 10 | 3.6 | -0.3
CCOC(=O)c1sc2nc(SCC(=O)C(C)(C)C)n(Cc3ccc4c(c3)OCO4)c(=O)c2c1C | -2 | 2 | 3.1 | 0.0
O=S(=O)(c1ccccc1)n1nc(-c2ccc(Cl)cc2)nc1NCc1ccco1 | 1 | -50 | 3.3 | 0.0
COc1cc(CN2CCN(Cc3cccc(Cl)c3)CC2)cc(OC)c1 | 73* | -1 | 1.4 | -0.1
CC(=O)Nc1ccc(S(=O)(=O)Nc2cccc(NC(=O)C(C)(C)C)c2)cc1 | 14 | 3 | -0.3 | 0.0
CCOC(=O)c1ccc(NC(=O)C2CC(=O)N(Cc3ccc(Cl)cc3)C(=Nc3ccccc3)S2)cc1 (configuration not stated) | -3 | 3 | 1.4 | 0.1
CN(/N=C1/C(=O)Nc2ccccc21)c1cnc2ccccc2n1 | -4 | -37 | 1.7 | 0.0
CCC(=O)NC(c1ccc(OC)c(OC)c1)c1cc(Cl)c2cccnc2c1O (configuration not stated) | 28 | 46* | 0.4 | 0.0
COc1ccc2cc(C#N)c(SCC(=O)NC(C)(C)C)nc2c1 | 6 | -2 | 0.0 | 0.3
COc1cc(Nc2nc(NC3CCN(Cc4ccccc4)CC3)c3[nH]cnc3n2)cc(OC)c1OC | 17 | -5 | -1.7 | 0.1
CN1CCN(C(=O)c2ccc(NC(=O)c3cccs3)cc2)CC1 | -1 | -7 | 0.9 | 0.0
CCOC(=O)CSc1nc(N)c2c3c(sc2n1)CC(C(C)(C)C)CC3 (configuration not stated) | 0 | 7 | 0.4 | -0.1
CN(C)c1ccc(C(=O)Nc2ccccc2F)cc1 | -4 | 74* | -8.9 | 0.2
CN1CCC(N(C)C(=O)COc2ccc(C#N)cc2)CC1 | 16 | -2 | -2.5 | 0.7
COc1cccc2cc(-c3nnc(-c4ccc(C)cc4)o3)c(=O)oc12 | 10 | -1 | -0.6 | 0.4
Cn1c2ccccc2c2nnc(SCC(=O)Nc3nc4ccccc4s3)nc21 | 6 | -4 | -0.9 | -0.1
COc1ccccc1OS(=O)(=O)CCN1C(=O)NC2(CCCCCC2)C1=O | 0 | -1 | 1.5 | 0.1

In a second layout: entries from further up
CN1CCN(C(=O)c2ccc(NC(=O)c3cccs3)cc2)CC1
- MITF primary: -1
- TEAD-YAP block: -7
- GPR151 ag: 0.9
- FBW7 activator: 0.0

CCOC(=O)c1ccc(NC(=O)C2CC(=O)N(Cc3ccc(Cl)cc3)C(=Nc3ccccc3)S2)cc1 (configuration not stated)
- MITF primary: -3
- TEAD-YAP block: 3
- GPR151 ag: 1.4
- FBW7 activator: 0.1

CN(/N=C1/C(=O)Nc2ccccc21)c1cnc2ccccc2n1
- MITF primary: -4
- TEAD-YAP block: -37
- GPR151 ag: 1.7
- FBW7 activator: 0.0
